USP28 block: human USP28 deubiquitinase inhibition; Q96RU2; purified USP28, Ub-rhodamine cleavage fluorescence, 30 min; inhibition, % at 25 µM; hit rate 3% among 47,000; AID 1645857
USP17 inh: human USP17-like deubiquitinase inhibition. A8MUK1. purified USP17, Ub-rhodamine cleavage fluorescence, 3 h. inhibition, % at 50 µM. hit rate 6.5% among 47,000. AID 1645855
Target sequence (A8MUK1 whole entry, looked up): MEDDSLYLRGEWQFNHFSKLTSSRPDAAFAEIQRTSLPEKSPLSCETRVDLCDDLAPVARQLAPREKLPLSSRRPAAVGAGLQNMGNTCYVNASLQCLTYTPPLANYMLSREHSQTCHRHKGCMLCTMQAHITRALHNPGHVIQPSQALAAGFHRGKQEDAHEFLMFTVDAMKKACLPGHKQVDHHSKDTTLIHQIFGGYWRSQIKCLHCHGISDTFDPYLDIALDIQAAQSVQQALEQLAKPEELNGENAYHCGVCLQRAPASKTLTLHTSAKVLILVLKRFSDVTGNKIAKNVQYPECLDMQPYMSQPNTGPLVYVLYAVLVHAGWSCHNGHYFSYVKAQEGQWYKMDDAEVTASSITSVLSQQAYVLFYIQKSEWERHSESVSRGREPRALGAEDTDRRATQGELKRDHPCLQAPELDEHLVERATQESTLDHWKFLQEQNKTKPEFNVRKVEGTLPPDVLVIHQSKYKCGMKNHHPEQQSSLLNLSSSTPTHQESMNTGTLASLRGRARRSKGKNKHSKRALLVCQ
USP10 inh: inhibitors of human USP10 deubiquitinase. Q14694. purified USP10, Ub-rhodamine fluorescence, 60 min. inhibition, % at 20 µM. hit rate 1.1% among 47,000
USP8 inh: human USP8 deubiquitinase inhibition | purified USP8, Ub-rhodamine cleavage fluorescence, 30 min | P40818 | hit rate 4.2% among 47,000 | AID 1645853 | inhibition, % at 20 µM
UCHL1 block: blocks human UCHL1 ubiquitin-rhodamine cleavage | inhibition, % at 20 µM | P09936 | hit rate 0.2% among 47,000 | purified UCHL1, Ub-rhodamine cleavage fluorescence
Target sequence (P09936 whole entry, looked up): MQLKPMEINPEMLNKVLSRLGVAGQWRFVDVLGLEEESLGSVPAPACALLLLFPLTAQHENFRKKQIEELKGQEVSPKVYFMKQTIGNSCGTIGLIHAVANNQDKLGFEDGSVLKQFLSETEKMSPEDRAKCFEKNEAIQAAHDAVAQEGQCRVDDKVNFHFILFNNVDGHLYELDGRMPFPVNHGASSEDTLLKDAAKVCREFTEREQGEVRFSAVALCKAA
USP30 inh: human USP30 deubiquitinase inhibition; Q70CQ3; purified USP30, Ub-rhodamine cleavage fluorescence; inhibition, % at 25 µM; hit rate 5.3% among 47,000; AID 1645860
USP7 inh: inhibitors of human USP7 deubiquitinase; purified USP7, Ub-rhodamine cleavage fluorescence; inhibition, % at 20 µM; hit rate 0.3% among 47,000
OTUD3 block: blocks human OTUD3 ubiquitin-rhodamine cleavage; Q5T2D3; purified OTUD3, Ub-rhodamine fluorescence, 2 h; inhibition, % at 25 µM; hit rate 0.7% among 47,000; AID 1645858
The depositor's hits bear a star; / = not tested or not shown. Rule as the data show it: active = inhibition above about 30%; inactive = the rest.

UCHL1 block	USP7 inh	USP28 block	OTUD3 block	USP8 inh	USP10 inh	SMILES	USP30 inh	USP17 inh
-3	-17	-27	-11	-60	-8	CCOCCCNC(=O)c1cc2c(=O)n3ccccc3nc2n1Cc1ccccc1	-87	-14
1	3	4	7	9	0	COc1cccc(OC)c1C(=O)Nc1ccc2c(c1)CN(C(C)=O)CC2	10	10
5	6	12	9	25	3	COc1cccc(NC(=O)Cn2cc(C(=O)C3CC3)c3ccccc32)c1	69*	53*
-1	-4	4	0	3	0	O=C(NC(c1ccccc1)c1ccccc1)N1CCOCC1	-34	-10
-1	0	6	10	-2	0	Cc1cccc(CC(=O)N2C[C@H]3N(C)C(=O)c4ccccc4C(=O)[C@@]3(C)C2)c1	8	9
-2	-1	0	-4	-86	-3	CC(=O)N1CCC(c2nc3ccc(Nc4cccc(F)c4)cn3n2)CC1	6	-2
0	0	4	-3	43*	7	N#Cc1ccc(-c2ccc(OCC(=O)Nc3ccc4c(c3)OCO4)cc2)cc1	29	56*
6	-8	15	19	-4	9	CCCn1nnc(NCc2ccccc2OCc2ccc(Cl)cc2)n1	15	7
-2	-1	0	0	0	0	Cc1noc(C)c1CC(=O)Nc1ccc(C(F)(F)F)cc1	-8	-9
-1	4	/	8	1	0	Cn1c(=O)c2[nH]c(N3CCCCCC3)nc2n(C)c1=O	/	12
-3	-1	-15	-5	1	-2	Cc1cccc2c1N(CC(=O)NC(C)c1ccccc1)C(=O)C1CCCN1C2=O (stereo not drawn)	-6	-6
0	-3	5	-11	-37	4	CCC(C)n1c(SCC(=O)Nc2cc(OC)c([N+](=O)[O-])cc2C)nnc1-c1cccc(S(=O)(=O)N2CCOCC2)c1 (stereo not drawn)	26	-2
0	-1	-5	11	-10	-6	Nc1nc(N)nc(CN2CCCC2c2nc3ccccc3s2)n1 (stereo not drawn)	-15	-3
0	0	1	7	3	-1	COc1ccccc1NC(=O)C1CCCN(S(=O)(=O)Cc2ccc(F)cc2)C1 (stereo not drawn)	21	21
-1	-7	-4	-3	9	-5	CC1[C@@H]2[C@@H](C(=O)N3CCOCC3)C[C@H](CN1C(=O)N(C)C)N2Cc1ccccc1 (stereo partly drawn)	3	4
-3	-3	2	3	-49	0	CS(=O)(=O)NC[C@H]1OC[C@@H]2CCN(Cc3cccc(F)c3)C[C@@H]21	10	-8
3	-1	/	5	3	2	OCc1ccccc1-c1cnc2sc(NCc3ccco3)nn12	/	0
0	-14	-7	-9	6	0	CC1(C(=O)NC2CCCC2)Cn2c(nc3ccccc32)C(=O)N1Cc1ccc(F)cc1 (stereo not drawn)	-8	-3
0	2	7	7	0	0	O=C(Cn1c(=O)[nH]c2ccccc2c1=O)NC1CC1	7	0
1	-15	4	12	17	0	Cc1noc2ncnc(NC3CCCCC3)c12	22	8
0	9	-14	-9	3	-9	CC1Cc2ccccc2N1S(=O)(=O)c1cccc(C(=O)NCc2ccc(Cl)cc2Cl)c1 (stereo not drawn)	-112	10
0	-1	0	0	0	-3	Cc1ccc2c(Nc3ccc(F)cc3)c(C(=O)N3CCCCC3)cnc2n1	-13	-5
1	-8	0	11	0	0	CC(C)NC(=O)COc1cccc(-c2noc(-c3ccccc3Cl)n2)c1	27	19
7	8	/	-5	8	12	Cc1ccccc1C(=O)N(CCOc1ccccc1)c1ccc2ccccc2c1	/	1
0	0	-24	-12	-14	0	COc1ccccc1N1C(=O)N(Cc2ccccc2C)c2ccccc2S1(=O)=O	-25	/

The final six compounds of the section above open the next one:
UCHL1 block	USP7 inh	USP28 block	OTUD3 block	USP8 inh	USP10 inh	SMILES	USP30 inh	USP17 inh
1	-15	4	12	17	0	Cc1noc2ncnc(NC3CCCCC3)c12	22	8
0	9	-14	-9	3	-9	CC1Cc2ccccc2N1S(=O)(=O)c1cccc(C(=O)NCc2ccc(Cl)cc2Cl)c1 (stereo not drawn)	-112	10
0	-1	0	0	0	-3	Cc1ccc2c(Nc3ccc(F)cc3)c(C(=O)N3CCCCC3)cnc2n1	-13	-5
1	-8	0	11	0	0	CC(C)NC(=O)COc1cccc(-c2noc(-c3ccccc3Cl)n2)c1	27	19
7	8	/	-5	8	12	Cc1ccccc1C(=O)N(CCOc1ccccc1)c1ccc2ccccc2c1	/	1
0	0	-24	-12	-14	0	COc1ccccc1N1C(=O)N(Cc2ccccc2C)c2ccccc2S1(=O)=O	-25	/
-2	-31	-8	-6	0	-2	O=C(NCCc1nc(C2CCCCC2)n[nH]1)c1cccc(Cl)c1	-8	-4
0	5	12	8	31*	3	Cc1nc(C2CN(Cc3nc4ccccc4n3C)CCO2)cc(=O)[nH]1 (stereo not drawn)	0	8
2	4	7	4	10	-1	Cc1ccc2c(c1)C(c1ccccc1)N(C(=O)c1ccc(S(=O)(=O)N3CCOCC3)cc1)CC(=O)N2 (stereo not drawn)	32*	2
-1	1	-9	1	0	0	CCOc1ccccc1CN1CCN(C/C=C/c2ccccc2)CC1	-8	-3
0	-2	-6	-1	0	0	CC1(C)Oc2ccccc2[C@H]2OCC3(CCN(C(=O)c4cccc(-n5cnnc5)c4)CC3)C[C@@H]21	-2	-5
3	5	-5	1	31*	9	O=C(Oc1ccccc1Br)c1ccc(Cl)c(S(=O)(=O)N2CCCCC2)c1	-33	0
-1	1	-7	-2	-5	0	CCOc1cccc2nnc(NC(=O)Nc3ccc(F)cc3)n12	-20	-6
4	3	13	7	18	2	CCc1cc2c(NCc3ccc(F)cc3)ncnc2s1	27	32*
1	-4	0	0	0	0	Nc1ncc(-c2ccccc2)c(C2CCCCN2C(=O)C2CCC2)n1 (stereo not drawn)	0	-3
3	2	1	3	3	1	Cc1ccc(CNC(=O)CCC2=NS(=O)(=O)c3ccccc3N2)cc1	5	8
7	-10	2	-3	-5	1	O=C(c1ccc(N2CCCS2(=O)=O)cc1)N1CC=C(c2ccccc2)CC1	-4	0
-1	-5	-7	-8	0	0	COc1cccc(-c2cncc(C3CCCN(C(=O)c4ccn[nH]4)C3)n2)c1 (stereo not drawn)	5	-13
5	4	13	12	10	0	COc1ccc(-c2cc(C)nc(SCC(=O)N3CCN(c4ccccn4)CC3)n2)cc1	20	20
6	11	6	0	14	1	CCOc1ccc(C(C)=O)cc1N1C(=O)C2C3C=CC(C3=C(c3ccccc3)c3ccccc3)C2C1=O (stereo not drawn)	-13	0
1	2	4	1	2	0	O=C(O)CCCNC(=O)/C(=C\c1ccc(F)cc1)NC(=O)c1ccco1	8	2
4	5	0	-1	-8	1	CCOc1ccc(-c2csc(C)n2)cc1S(=O)(=O)N1CCC2(CC1)OCCO2	-2	-2
2	3	2	16	2	-3	N[C@@H]1CC[C@@H](Oc2cccnc2)[C@H](O)[C@H]1N1CCCCC1	3	-1
1	2	10	24	15	2	Cc1noc(-c2ccnc(-n3cnc(C(=O)N4CCc5ccccc5C4)c3)c2)n1	29	10
-5	0	-33	-21	-9	-3	CCOc1ncccc1C(=O)OCC(=O)c1ccc2c(c1)-c1ccccc1C2	-153	-35
2	-7	-18	-13	-5	-1	O=C(Nc1ccc(Cl)cc1)c1c(-c2ccccc2)c2c3n(c(-c4ccc(F)cc4)cn13)CCCC2	-87	0
0	2	-3	0	-4	-2	CCCCNC(=O)c1cc2c(=O)n3ccccc3nc2n1CCCOC	3	2
-4	0	0	-1	-1	-2	O=C(Nc1cccnc1)NC1CCCCC1	-16	-13
0	-1	15	10	-41	4	O=C(Cc1c(F)cccc1Cl)N1CCC(Cc2ccccc2)CC1	27	2
5	7	12	10	13	2	O=C(Nc1cccc(F)c1)N1Cc2cccn2-c2ccccc21	13	2
0	-8	-10	-8	6	-2	Cc1ccccc1N1C(=O)c2cc(-c3ccco3)nn2CC1(C)C(=O)NC(C)(C)C (stereo not drawn)	-39	4

Compound profiles (already shown):
`O=C(Cc1c(F)cccc1Cl)N1CCC(Cc2ccccc2)CC1` in the list: UCHL1 block: 0; USP7 inh: -1; USP28 block: 15; OTUD3 block: 10; USP8 inh: -41; USP10 inh: 4; USP30 inh: 27; USP17 inh: 2
`CC1(C)Oc2ccccc2[C@H]2OCC3(CCN(C(=O)c4cccc(-n5cnnc5)c4)CC3)C[C@@H]21` in the list: UCHL1 block: 0; USP7 inh: -2; USP28 block: -6; OTUD3 block: -1; USP8 inh: 0; USP10 inh: 0; USP30 inh: -2; USP17 inh: -5
`CCc1cc2c(NCc3ccc(F)cc3)ncnc2s1` in the list: UCHL1 block: 4; USP7 inh: 3; USP28 block: 13; OTUD3 block: 7; USP8 inh: 18; USP10 inh: 2; USP30 inh: 27; USP17 inh: 32*

New compounds follow:
UCHL1 block	USP7 inh	USP28 block	OTUD3 block	USP8 inh	USP10 inh	SMILES	USP30 inh	USP17 inh
1	1	24	2	3	-2	COc1cccc(CCNC(=O)c2cccc(N3C(=O)C(C)(C)CS3(=O)=O)c2)c1	1	0
-2	0	-4	0	-1	0	Cc1cccc(NC(=O)CCn2cnc3c2c(=O)n(C)c(=O)n3C)c1	1	0
0	-16	-3	6	4	3	Cc1ccc(S(=O)(=O)c2cnc3ccccc3c2NCc2ccccc2)cc1	6	1
-31	-34	-117	-103	-13	-2	O=C(NCc1ccccc1)C1CCN(c2cnc3nccnc3c2)CC1	-402	-128
-2	-14	1	-4	-38	3	CCOC(=O)C1CCN(C(=O)CN(c2ccccc2)S(=O)(=O)c2ccc(Cl)cc2)CC1	2	-14
3	4	/	0	2	2	COc1cc(NC(=O)CSc2nc3ccncc3[nH]2)cc(OC)c1	/	1
0	3	7	5	17	1	Fc1ccc(-c2cnc(NCc3ccc(Cl)cc3)nc2)cc1	5	8
0	0	-5	-6	-11	-2	Cc1cc(-c2ncc(C)[nH]2)nc(C2CCCN2C(=O)C(C)(C)C)n1 (stereo not drawn)	-10	-2
-13	-9	-11	-18	56*	-9	CC(C)OC(=O)c1cc2c(ccn2C)n1Cc1ccc2ccccc2n1	-137	10
3	0	1	3	6	4	O=C(CCc1ccccc1O)N1CCN(S(=O)(=O)c2ccc3c(c2)OCCCO3)CC1	16	-1
4	2	20	19	-245	0	c1ccc(CNc2cc(-c3ccccc3)nc(-c3ccccn3)n2)cc1	14	19
1	3	9	5	-5	-2	CC(C)NC(=O)N1CCN(S(=O)(=O)c2ccccc2)CC2(CC(=O)N(C)C2)C1 (stereo not drawn)	14	9
31*	-96	23	11	82*	38*	Cc1cc(C(=O)NC2(O)C(=O)c3ccccc3C2=O)n(C)n1	36*	94*
-4	-4	-2	-13	-3	-7	O=C(Nc1ccc2c(c1)OCO2)C(=O)c1cn(CC(=O)N2CCCCC2)c2ccccc12	-33	-13

USP30 inh: what is marked active above.
UCHL1 block	USP7 inh	USP28 block	OTUD3 block	USP8 inh	USP10 inh	SMILES	USP30 inh	USP17 inh
5	6	12	9	25	3	COc1cccc(NC(=O)Cn2cc(C(=O)C3CC3)c3ccccc32)c1	69*	53*
2	4	7	4	10	-1	Cc1ccc2c(c1)C(c1ccccc1)N(C(=O)c1ccc(S(=O)(=O)N3CCOCC3)cc1)CC(=O)N2 (stereo not drawn)	32*	2
31*	-96	23	11	82*	38*	Cc1cc(C(=O)NC2(O)C(=O)c3ccccc3C2=O)n(C)n1	36*	94*
